From PubChem BioAssay
TSG101-PTAP inh: blocks PTAP/TSG101 interaction to inhibit HIV-1 budding; 340,000 tested, under 10 active; Potency, µM (highest dose often 115 µM), inactives show top-dose activity change, negative = inhibition, usual class: inhibitors; Q99816; Fluorescence polarization, FITC-PTAP peptide / Tsg101 binding; active = well fitted inhibition curve with a large enough effect in the main read-out, with a control signal flat, not every such curve was filed as active; inconclusive = small, poorly fitted or top-dose-only effect, or effect the other way, or a change in a side signal; inactive = no such curve, though single readings can be large or run the other way; also: potency is read from the fitted curve at half-maximal effect; % of control where 0% means no effect
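Tsg101 binding domain (10 uM final) was mixed with compound and a FITC-labeled PTAP peptide (50 nM final) in HEPES pH 7.5 buffer with NaCl, Tween 20, EDTA and TCEP; fluorescence polarization was read after 20 min at r.t.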
AT treatment: candidate therapy for ataxia-telangiectasia; […] A-T fibroblasts, KAP-1 phosphorylation AlphaLISA; neocarzinostatin DNA damage 30 min before lysis; Potency, µM (doses to about 57.5 µM), without a hit: at the top dose activation, most hits filed as activators; actives 0.19% (n = 320,000); also: potency is read from the fitted curve at half-maximal effect; % of control where 0% means no effect; nearly all actives have a fitted effect of over 45% in size
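hTERT-immortalized A-T patient fibroblasts ([…]), 500 cells/well in OPTI-MEM, 1% FBS, got compounds for 60 min, then NCS for 30 min at 37C. Lysates were then assayed for phospho-KAP-1 by AlphaLISA (anti-pKAP1 donor, anti-KAP1 acceptor beads), 6 hr at 25C.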
Mito fusion act: inhibitors of mitochondrial division or activators of mitochondrial fusion. S. cerevisiae fusion-defective mutant growth rescue, CellTiterGlo 48 h. Potency, µM (titrated, usually from 46.1 µM), inactives show top-dose growth rescue (activation), usual class: activators. actives 0.23% (n = 320,000);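 also: potency is read from the fitted curve at half-maximal effect; % of control where 0% means no effect; nearly all actives have a fitted effect of over 45% in size; temperature-sensitive fusion mutants such as fzo1-1 at 37 °C on non-fermentable ethanol glycerol medium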
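Temperature-sensitive fusion-defective S. cerevisiae (e.g. fzo1-1, mgm1-5) were grown with compound in YPEG medium (3% ethanol, 3% glycerol) for 48 hours at 37C. Growth rescue was measured as viability by CellTiterGlo luminescence after 10 minutes at ambient.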
TSHR antagonist: antagonists of human thyroid stimulating hormone receptor; TSHR-expressing cells, TSH-stimulated cAMP HTRF, 2 h; stronger effect = lower value; activity change, negative = inhibition, % at 11.5 µM; actives 0.2% (n = 330,000); AID 504810;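 active = activity change below a set negative limit, meaning inhibition stronger than a set level, cut at about -70% in these data; inconclusive = activity change between two set negative limits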; also: % is scaled to controls: 0 for no effect and ±100 for the full control effect
Target sequence (P16473 whole entry, looked up): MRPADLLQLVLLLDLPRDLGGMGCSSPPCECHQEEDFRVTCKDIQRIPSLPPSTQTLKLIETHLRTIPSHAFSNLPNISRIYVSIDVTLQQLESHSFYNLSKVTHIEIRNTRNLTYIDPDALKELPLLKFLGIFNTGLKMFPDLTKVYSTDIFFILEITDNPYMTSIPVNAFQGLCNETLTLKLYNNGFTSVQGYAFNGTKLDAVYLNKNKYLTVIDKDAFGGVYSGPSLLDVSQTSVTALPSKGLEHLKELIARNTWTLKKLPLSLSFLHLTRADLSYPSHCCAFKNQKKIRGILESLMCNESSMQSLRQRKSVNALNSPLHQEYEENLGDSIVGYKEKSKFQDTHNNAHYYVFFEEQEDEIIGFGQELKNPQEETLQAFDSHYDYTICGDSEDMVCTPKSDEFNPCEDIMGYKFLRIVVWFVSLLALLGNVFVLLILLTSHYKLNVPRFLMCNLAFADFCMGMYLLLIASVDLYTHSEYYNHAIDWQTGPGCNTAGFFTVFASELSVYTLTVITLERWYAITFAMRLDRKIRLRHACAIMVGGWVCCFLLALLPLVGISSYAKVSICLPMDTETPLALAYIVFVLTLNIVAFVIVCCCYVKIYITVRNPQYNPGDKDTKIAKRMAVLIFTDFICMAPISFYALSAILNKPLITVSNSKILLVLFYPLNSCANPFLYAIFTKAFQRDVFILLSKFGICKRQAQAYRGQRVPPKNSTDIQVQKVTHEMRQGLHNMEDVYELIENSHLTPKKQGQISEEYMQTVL
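Competitive HTRF cAMP read-out (cryptate anti-cAMP antibody, cAMP-d2; 30 min, room temperature) in freshly harvested TSHR cells. Compounds added before TSH at EC80 (4nM final), followed by 2 hours' incubation at 37 deg C.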
TCR activator: T cell receptor activation; Potency, µM (doses to about 9.22 µM), inactives show at the top dose activation of IL-2 secretion, actives largely listed as activators; primary human leukocytes, anti-CD3, IL-2 HTRF, 48 h; 330,000 tested, under 10 active; also: % of control where 0% means no effect
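HTRF read-out of IL-2 secretion: europium cryptate donor excited at 320nm, d2 acceptor emission at 665nm. Cells were primary human leukocytes incubated 48 hr with compounds and a-CD3 beads, supplying TCR signal only.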
Chronic BCR inh: chronic active BCR signaling inhibition | ABC-DLBCL IkBa-CBG/CBR reporter, luminescence ratio, 4 h | Potency, µM (series often up to 46.1 µM), without a hit: at the top dose ratio change, negative = lower green/red ratio, hits mostly inhibitors | actives 0.05% (n = 340,000) | AID 493014; active = well fitted inhibition curve with a large enough effect in the signal ratio, with a control signal flat, not every such curve was filed as active; inconclusive = small, poorly fitted or top-dose-only effect, or effect the other way, or a change in a side signal; the % refers to the signal ratio;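 also: potency is read from the fitted curve at half-maximal effect; plate controls were basal doxycycline-induced cells for no effect and cells given 10 µM MG132 for full effect; MG132 reads +100%, hits lower the ratio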
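Doxycycline induced both beetle luciferases in TMD8 lymphoma cells; IKK-driven degradation limits the IkappaBalpha-fused green signal, while red luminescence normalises for cell number and nonspecific effects. Compounds tested up to 46 uM, 4 hrs.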
S-ASM inh: blocks human secretory acid sphingomyelinase; P17405; placental ASM, HMU-PC fluorogenic substrate, 60 min; actives 0.006% (n = 340,000); AID 504937; Potency, µM (top dose mostly 57.5 µM), for inactives: top-dose activity change, negative = inhibition, hits mostly inhibitors; also: potency is read from the fitted curve at half-maximal effect
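qHTS format. ASM enzyme prepared from human placenta hydrolyses the fluorogenic substrate HMU-PC0 (9 uM final) over 60 min at 37 °C after a 10 min compound preincubation.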
ELG1 DNA repair: inhibitors of ELG1-dependent DNA repair in HEK293T cells. HEK293T ELG1-luciferase reporter, luminescence, 16 h; DNA damage induced by 5-fluorouridine. Potency, µM (series often up to 46.1 µM), inactives show at the top dose activity change, negative = inhibition, actives largely listed as inhibitors. actives 2.3% (n = 330,000). AID 504467; also: potency is read from the fitted curve at half-maximal effect; % is scaled to controls: 0 for no effect and ±100 for the full control effect; nearly all actives have a fitted effect of over 55% in size
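Cells (2,000 per well) received 5-fluorouridine plus test compound or DMSO and were incubated 16 hr at 37 °C, 5% CO2. Luciferase activity was read by luminescence 30 min after ONE-Glo addition; signal suppression marked inhibition of damage-induced ELG1 function.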
Eya2 phos inh: blocks the phosphatase activity of human Eya2 | O00167 | recombinant Eya2, OMFP fluorescence dephosphorylation (OMFP is methylfluorescein phosphate) | Potency, µM (top dose mostly 76.9 µM), for inactives: at the highest dose activity, negative = inhibition, hits mostly inhibitors | actives 0.006% (n = 330,000) | AID 488837; also: potency is read from the fitted curve at half-maximal effect; % is scaled to controls: 0 for no effect and ±100 for the full control effect
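Eya2 protein (added as 0.2 uM solution) was preincubated with compound for 10 min at ambient temperature in 50 mM HEPES pH 7.5, 50 mM NaCl, 5 uM MgCl2, 0.05% BSA, 1 mM DTT. OMFP (added at 50 uM) then reacted 10 min; fluorescence read at 485/525 nm.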
Integrin act MD: activators of alpha7 integrin expression for muscular dystrophy; alpha7betagal myoblasts, beta-gal FDG fluorescence, 48 h; Potency, µM (doses to about 38.3 µM), for the others: at the top dose activation, hits mostly activators; actives 0.064% (n = 350,000);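 also: potency is read from the fitted curve at half-maximal effect; 100% = response of the positive control SU9516; nearly all actives have a fitted effect of over 60% in size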
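alpha7betagal+/- myoblasts (passage 13, 250/well) treated 48 h at 37C with compounds at 1:260 dilution of DMSO stock. Lysed, then beta-galactosidase activity read as FDG fluorescence (ex 480/em 540) after 30 min, with pre-read for autofluorescence.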
Tb PFK inh: T. brucei PFK enzyme inhibition | O15648 | T. brucei PFK, ADP-Glo luminescence | Potency, µM (top dose mostly 57.5 µM), for the others: at the highest dose activity, negative = inhibition, hits mostly inhibitors | actives 0.17% (n = 330,000) | AID 485367;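 also: potency is read from the fitted curve at half-maximal effect; 0% = uninhibited 1x PFK enzyme wells and -100% = no-enzyme wells; nearly all actives have a fitted effect of over 60% in size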
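Compounds were pin-transferred as a titration series up to 57 uM into substrate buffer (0.5 mM F6P, 0.1 mM ATP, pH 8.0), then 1.25 nM PFK was added and reactions ran 45 min before ADP-Glo detection.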
* = called active by the depositor; ? = inconclusive; nt = no result given; [ ] = remark or other dose. Unless noted, calls follow the shape of the dose curve; as a rule, active = well fitted curve in the direction sought with a large enough effect; inconclusive = small, poorly fitted or top-dose-only effect, or another doubt; inactive = no such curve, though single readings can be large; an effect the other way counts as inactive or inconclusive.

SMILES	TSG101-PTAP inh	AT treatment	Mito fusion act	TSHR antagonist	TCR activator	Chronic BCR inh	S-ASM inh	ELG1 DNA repair	Eya2 phos inh	Integrin act MD	Tb PFK inh
CCOC(=O)N1CCN(C(=O)C(=O)NNC(=O)COc2ccc(Cl)cc2)CC1	-2%	-1%	-1%	13	-3%[46.1 µM]	0%	4%	9%	-15%	5%	8%
COc1ccc(-c2nc(CN3CCN(c4ncccn4)CC3)c(C)o2)cc1C	2%	3%	2%	-21	-3%	-12%	1%	15%	-2%	6%	-1%
CCOc1cc(NC(=S)NCC2CCCO2)c(OCC)cc1NC(=O)c1ccc(C)cc1 (stereo not given)	-2%	0%	-2%	9	10%[46.1 µM]	1%	0%	-6%	-5%	-8%	2%
CCOC(=O)CCP(=O)(O)C(O)c1ccccc1 (stereo not given)	0%	2%	-3%	16	9%	?	4%	14%	1%	6%	-4%
CCOC(=O)CS(=O)(=O)c1ccc(C(F)(F)F)cn1	-2%	4%	5%	0	-19%	5%	0%	19%	-17%	14%	-8%
COc1ccc(C(=O)c2oc3ccccc3c2NC(C)=O)cc1	-4%	12%	1%	-2	-2%	?	85%[activator]	?	15%	21%	3%
CCOC(=O)C(C(=O)OCC)c1cc(Br)c2noc3c2c1C(=O)c1ccccc1-3	?	-3%	-14%	8	-2%	?	-19%	?	18%	-56%[inhibitor]	-10%[0.46 µM]
COc1ccccc1C(=O)NC(=O)CSc1nncn1C	-2%	8%	-1%	1	4%	5%	2%	4%	-23%	0%	-2%
CCC(C)c1ccccc1NC(=O)c1cccnc1 (stereo not given)	-8%	0%	0%	-8	-4%	-5%	3%	13%	-6%	11%	0%
Cc1nc(SCCOc2ccccc2F)[nH]c(=O)c1Cc1ccccc1	1%	2%	?	0	-8%	?	0%	5%	0%	?	2%
CN(CC(=O)N1CCc2ccccc2C1)c1ccccc1	2%	-2%	8%	-4	3%	1%	3%	0%	3%	-13%	-2%
O=C(/C=C/c1ccco1)NCC1(c2ccccc2)CCCC1	-4%	4%	?	-14	-1%[46.1 µM]	0%	-1%	-13%	-1%	-5%	-1%
OCc1cn(-c2ccc(Cl)cc2)nn1	0%	3%	7%	5	6%	1%	-1%	17%	11%	3%	-8%
Cc1cc(C)nc(NC(=O)c2c(Cl)cccc2Cl)n1	-3%	6%	-3%	0	2%	?	5%	3%	-13%	2%	-4%
CN(C(=O)CC1C(=O)NCCN1Cc1cccc(F)c1F)C1CC(C)(C)NC(C)(C)C1 (stereo not given)	-4%	4%	-3%	-14	3%	0%	9%	13%	-16%	-11%	-1%
CC(=O)c1cccc(-n2nnnc2SCC(=O)Nc2ccccc2N2CCCCC2)c1	0%	3%	?	-23	5%	-8%	-4%	?	-3%	-29%	-5%
Cn1c(-c2sccc2OCc2ccc(Cl)cc2Cl)n[nH]c1=S	-3%	-6%	-11%	-19	2%	?	-1%	-22%	-3%	14%	-7%
CCOc1ccccc1NC(=O)c1c(NC(=O)CCC(=O)O)sc2c1CCCCC2	-7%	1%	-1%	-10	0%	?	6%	-1%	3%	23%	1%
COc1ccc(C2SC[C@@H](C(=O)O)N2C(C)=O)cc1 (stereo not given in full)	-8%	2%	2%	4	6%	-5%	4%	-2%	3%	21%	-6%
Fc1cc(F)c2nc(N3CCCCC3)sc2c1	-7%	2%	0%	27	1%	?	0%	?	2%	-12%	-1%
O=C(CNc1cc(S(=O)(=O)N2CCOCC2)ccc1NCC1CCCO1)Nc1cccc(F)c1 (stereo not given)	1%	3%	0%	9	3%	-13%	nt	?	7%	11%	1%
O=C(CN(Cc1ccccc1)S(=O)(=O)c1ccc2c(c1)OCCO2)N/N=C/c1ccc(F)cc1	-1%	2%	6%	-5	-1%	8%	-6%	1%	11%	-9%	0%
C[C@H](CO)N1C[C@H](C)[C@@H](CN(C)S(=O)(=O)c2ccccc2)Oc2ccc(NS(=O)(=O)c3ccc(F)cc3)cc2C1=O	-2%	0%	nt	7	-4%	0%	0%	?	-4%	21%	1%
O=C1c2cccnc2C(O)N1Cc1ccccc1 (stereo not given)	-2%	7%	6%	1	-5%	-3%	-1%	10%	15%	-11%	-9%
Nn1c(SCc2ccccc2F)nnc1-c1cccnc1	2%	38%	-3%	-4	8%	-4%	2%	?	2%	4%	1%
O=C(NCCCO)c1ccc2[nH]c3c(c2c1)CCCC3	0%	nt	1%	-6	1%	?	-7%	?	-6%	-15%	-7%
COc1cccc(CNC(=O)CSCc2cnn(-c3ccccc3)c2-n2cccc2)c1	-2%	0%	11%	-12	-3%	1%	-3%	?	-1%	-19%	0%
COc1ccc(OCCC(=O)OCC(=O)Nc2ccc(S(=O)(=O)N3CCOCC3)cc2)cc1	-2%	0%	7%	5	-1%	-3%	-3%	10%	-20%	-2%	-1%
Cc1c([N+](=O)[O-])cc(S(=O)(=O)Nc2ccc(-c3ccc(N4CCCC4)nn3)cc2)cc1[N+](=O)[O-]	2%	4%	8%	-37	2%	5%	nt	?	1%	9%	0%
CSCCC1NC2(C(=O)Nc3c(Cl)cccc32)[C@@H]2C(=O)N(C3CCCC3)C(=O)[C@H]12 (stereo not given in full)	0%	-3%	-2%	-11	-2%	-1%	-5%	?	1%	-8%	-5%
Cc1ccccc1NNC(N)=S	-2%	-1%	21%	-1	-1%	-2%	1%	-1%	-18%	0%	-6%
COc1cc2[nH]c(=O)n(CCC(=O)N3CCN(c4cccc(C)c4C)CC3)c(=O)c2cc1OC	-7%	-1%	-1%	13	1%	5%	-9%	?	6%	3%	0%
CCOc1ccccc1NC(=O)Cn1[nH]c(=O)c2ccccc2c1=O	nt	3%	2%	4	nt	?	nt	1%	-22%	nt	-2%
COc1ccc(Nc2cc(C(=O)NCc3ccco3)c3ccccc3n2)c(OC)c1	-1%	7%	5%	-4	4%[46.1 µM]	?	1%	?	-8%	5%	-8%
NC(=S)N=Nc1c(O)[nH]c2c(Br)cc(Br)cc12	1%	-3%	14%	2	2%	5%	-4%	-13%	3%	-16%	-1%
COC(=O)c1cnn(-c2ccccc2)c1C(OC)OC	-2%	8%	-5%	3	-1%	3%	6%	?	-10%	10%	-21%
CCOC(=O)C(C(=O)NCc1cccc(OC)c1)c1ncc(C(F)(F)F)cc1Cl (stereo not given)	-5%	-1%	0%	6	-10%	1%	-1%	1%	-9%	5%	-1%
Cc1ccc(C(=O)Nc2ncc(C)s2)s1	0%	6%	-22%	5	-3%	?	-2%	?	6%	-5%	-1%
Nc1ncnc2c1ncn2[C@@H]1O[C@H](CNCC(O)CO)[C@@H](O)[C@H]1O (stereo not given in full)	-1%	-32%	nt	0	2%[46.1 µM]	?	2%	13%	5%	5%	-3%
COc1ccc2nc3oc(C(=O)Nc4ccc(OC)c(OC)c4)cc3cc2c1	2%	1%	1%	2	nt	15%	17%	-1%	20%	-1%	-2%
Cc1ccc(CSc2nn3c(=O)c(C)nnc3s2)cc1	-2%	2%	-1%	13	-1%[46.1 µM]	-14%	2%	?	-3%	-5%	-1%
N#Cc1ccc(C(c2nnnn2CCc2ccccc2)N2CCCCCC2)cc1 (stereo not given)	0%	4%	-10%	-11	-4%	6%	-1%	5%	3%	14%	1%
CC(NC(=O)COC(=O)c1ccc(OCC2CCCO2)cc1)c1ccccc1Cl (stereo not given)	-1%	7%	7%	-6	-1%	0%	0%	-15%	-3%	-16%	4%
COc1ccc(COC(=O)C2=C(C)NC(=O)NC2c2ccc(F)cc2)cc1 (stereo not given)	-1%	0%	-3%	3	-3%	?	0%	?	-2%	23%	0%
COC(=O)c1cccc(Cn2c(Cl)c(/C=N/NC(=O)c3ccccc3Cl)sc2=O)c1	1%	-3%	2%	-5	-8%	-20%	-4%	-25%	-14%	-22%[7.66 µM]	-1%
